TMEM16A act – TMEM16A chloride channel activators or potentiators, primary screen, cell-based, HTS; HEK293 TMEM16A/YFP-H148Q/I152L, iodide quench fluorescence; active compounds read low; B-score at 10 µM; 340,000 compounds, 0.3% hits; AID 623877, 2012;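 active = fluorescence-ratio B-score plate-corrected deviation score at least 3 library SD below zero, with starting fluorescence score within 5 deviations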;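 also: channel opened by trigger with iodide after compound preincubation; score built on the fluorescence ratio of max minus min over baseline; more negative score means more quench and so TMEM16A activation or potentiation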
TRPC4 potent – positive allosteric modulators of TRPC4, primary screen, cell-based, mouse TRPC4beta, HEK293 mu-opioid, Fluo-4 calcium. DAMGO EC20, Fluo-4 Ca2+ flux; active compounds read high. B-score at 10 µM. 310,000 compounds, 0.42% hits. AID 2227, 2009;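 active = B-score of calcium response area above 5 SD of library B-scores, with initial fluorescence ratio within 5 SD of library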;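 also: B-score of integrated fluorescence ratio over time as area under calcium response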
SKKanGAS inh – S. pyogenes SKKanGAS growth inhibitors in kanamycin, primary screen, streptokinase expression inhibitor project, SKKanGAS strain, BacTiter-Glo luminescence | 6 h | inhibition, % at 7.5 µM | 300,000 compounds, 1.3% hits;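 active = mean replicate score, as percent of positive control median, at least 50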;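 also: strain carries kanamycin resistance gene driven by streptokinase promoter and grows in 40 µg/ml kanamycin; loss of luminescence reflects streptokinase promoter inhibition or plain growth inhibition; 0% = median of DMSO wells and 100% = positive control at its reference dose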
TRPC4 agonist – activators of mouse TRPC4 channel, primary screen, Fluo4 calcium, HEK293 TRPC4beta/mu-opioid cells. Fluo4 calcium fluorescence; active compounds read high. 310,000 compounds, 0.49% hits. B-score at 10 µM. AID 2237, 2010. Short transient receptor potential channel 4 (Mus musculus), Q9QUQ5;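 active = B-score above 5 SD of library B-scores, and initial fluorescence ratio not above library mean plus 5 SD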;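 also: positive B-score marks a calcium rise read as TRPC4 activation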
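System: HEK293 cells stably co-expressing mouse TRPC4beta and mu-opioid receptor; Schedule: Fluo4 dye loading 45 min at room temperature, 110 s recording; Detection: Fluo4 fluorescence, kinetic; Evaluation: B-scored integrated calcium fluorescence ratio; Controls: buffer (low) and maximal DAMGO (high).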
MrgX1 antagonist – antagonists of human MrgX1 receptor, primary screen, HEK293 cells, Fluo-4 calcium flux; Mas-related G-protein coupled receptor member X1 (Homo sapiens), Q96LB2; BAM8-22 antagonism; active compounds read low; B-score at 10 µM; 310,000 compounds, 1.3% hits;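 active = calcium-response B-score plate-corrected more than 3 library SD below zero, starting fluorescence within 5 deviations, no agonist response on first addition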;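 also: peak minus trough fluorescence over baseline after final BAM8-22 challenge near maximal dose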
MrgX1 agonist – agonists of human MrgX1 receptor, primary screen, HEK293 cells, Fluo-4 calcium flux; 310,000 compounds, 0.44% hits; Fluo-4 calcium fluorescence, agonist mode; active compounds read high; Mas-related G-protein coupled receptor member X1 (Homo sapiens), Q96LB2; B-score at 10 µM;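 active = calcium response B-score plate-corrected fluorescence ratio at least 3 library SD, with starting fluorescence B-score inside 5 SD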
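Test system: HEK293 cells stably expressing human MrgX1 receptor; Input: fifteen thousand cells per well; Dosing: compound delivered in addition one of three; Schedule: overnight seeding, then 1 h dark dye loading; Technique: Fluo-4 NW calcium fluorescence; Measure: B-scored fluorescence response ratio; Controls: positive and negative controls per plate.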
MrgX1 PAM – positive allosteric modulators of MrgX1, primary screen, HEK293 cells, Fluo-4 calcium flux | Mas-related G-protein coupled receptor member X1 (Homo sapiens), Q96LB2 | FDSS; active compounds read high | B-score at 10 µM | 310,000 compounds, 0.63% hits | AID 588675, 2011;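 active = plate-corrected calcium response at least 3 library SD above typical, normal starting fluorescence, not activating the receptor alone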;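 also: compound read alongside a low EC10 to EC30 dose of BAM8-22 agonist; peak minus trough fluorescence over baseline measured at the second addition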
TRPC6 inhibitor – mouse TRPC6 channel inhibitors, primary screen, cell-based, HEK293, membrane potential dye | AID 2553, 2010 | 310,000 compounds, 1.1% hits | ACh-evoked depolarization; active compounds read low | B-score at 10 µM | Short transient receptor potential channel 6 (Mus musculus), Q61143;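 active = B-score under library mean minus 3 SD, initial fluorescence not abnormally high, positive integrated signal ratio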;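 also: B-score derived from integrated fluorescence ratio over the kinetic read; more negative B-score means stronger inhibition of depolarization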
Target sequence (Q61143 whole entry, looked up): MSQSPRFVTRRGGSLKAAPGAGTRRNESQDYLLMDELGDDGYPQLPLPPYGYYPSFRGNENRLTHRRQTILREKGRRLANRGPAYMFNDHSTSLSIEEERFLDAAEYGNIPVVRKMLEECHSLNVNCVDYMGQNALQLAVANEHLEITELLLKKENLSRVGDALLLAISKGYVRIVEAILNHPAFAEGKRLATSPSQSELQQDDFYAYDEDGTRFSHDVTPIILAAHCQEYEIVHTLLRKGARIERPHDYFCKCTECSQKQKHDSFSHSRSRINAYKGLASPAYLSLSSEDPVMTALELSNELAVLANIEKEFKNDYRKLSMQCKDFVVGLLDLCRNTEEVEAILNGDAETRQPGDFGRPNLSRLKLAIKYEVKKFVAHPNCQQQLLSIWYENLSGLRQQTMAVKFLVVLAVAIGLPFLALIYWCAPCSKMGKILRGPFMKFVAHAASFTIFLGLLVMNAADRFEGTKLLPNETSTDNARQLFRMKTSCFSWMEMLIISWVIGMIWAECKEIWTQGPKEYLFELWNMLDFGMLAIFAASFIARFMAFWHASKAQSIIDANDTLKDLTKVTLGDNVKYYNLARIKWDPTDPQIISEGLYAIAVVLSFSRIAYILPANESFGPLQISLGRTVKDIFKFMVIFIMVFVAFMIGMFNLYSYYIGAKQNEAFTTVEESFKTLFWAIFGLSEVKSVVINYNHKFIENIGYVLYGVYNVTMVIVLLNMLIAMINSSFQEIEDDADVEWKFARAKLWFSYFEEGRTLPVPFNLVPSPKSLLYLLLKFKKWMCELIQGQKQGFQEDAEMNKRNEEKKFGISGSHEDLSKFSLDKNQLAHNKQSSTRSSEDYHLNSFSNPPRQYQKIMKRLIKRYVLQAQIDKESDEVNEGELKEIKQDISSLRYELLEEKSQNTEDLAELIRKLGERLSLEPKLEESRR
TMEM16A inh – TMEM16A chloride channel inhibitors, primary screen, cell-based, HTS. 310,000 compounds, 1.2% hits. AID 588511, 2011. normalized B-score (activity score, 25-100; higher = stronger inhibition) at 10 µM. Anoctamin-1 (Mus musculus), Q8BHY3. HEK293 TMEM16A/YFP iodide influx fluorescence, ionomycin;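 active = ratio plate-corrected score three or more library SD toward inhibition, starting fluorescence score within five deviations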;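 also: score derived from kinetic fluorescence span divided by baseline fluorescence per well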
TRPC6 activator – mouse TRPC6 channel activators, primary screen, cell-based, HEK293, membrane potential dye; Short transient receptor potential channel 6 (Mus musculus), Q61143; HEK293-TRPC6 membrane potential dye fluorescence; active compounds read high; B-score at 10 µM; 310,000 compounds, 0.13% hits; AID 2550, 2010;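 active = B-score of the integrated fluorescence ratio above library mean plus 3 SD, and starting fluorescence ratio within library mean plus 5 SD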;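 also: higher score means more depolarization so channel activation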
TRPC4 block – inhibitors of mouse TRPC4 channel, primary screen, Fluo4 calcium, HEK293 TRPC4beta/mu-opioid cells | DAMGO-evoked Fluo4 calcium flux; active compounds read low | B-score at 10 µM | 300,000 compounds, 0.39% hits | AID 2247, 2010;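 active = B-score over 3 SD under the library average, no early fluorescence shift, positive overall ratio signal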
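Assay system – HEK293 line stably carrying TRPC4beta and mu-opioid receptor · Doses – single dose · Detection – Fluo4 calcium-dye fluorescence, kinetic read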
An asterisk follows results filed as active; i = inactive; x = no result given. Hits appear at their usual frequency; any-hit rate near 6.7%.

SMILES	TMEM16A act	TRPC4 potent	SKKanGAS inh	TRPC4 agonist	MrgX1 antagonist	MrgX1 agonist	MrgX1 PAM	TRPC6 inhibitor	TMEM16A inh	TRPC6 activator	TRPC4 block
COCCN(C(=O)Nc1ccc(OC)cc1OC)C1CCN(C(C)=O)CC1	i	i	-1	i	i	i	i	i	i	i	x
Cc1nc2c(C)cccc2c2c1COC2	i	i	-1	i	i	i	i	-9.1*	i	i	i
COC(=O)CSc1ncc(C#N)c(N)n1	i	i	-4	i	i	i	i	i	i	i	i
O=C(O)Cc1sc(-c2ccccc2Cl)nc1-c1ccccc1	i	i	-7	i	i	i	i	-6.2*	i	i	i
O=C(Nc1nncs1)c1ccccc1NS(=O)(=O)c1cccs1	i	i	-9	i	i	i	i	i	i	i	i
Cc1ccc(S(=O)(=O)N(CC(=O)Nc2cccc(C)c2C)C(=O)N2CCN(C)CC2)cc1	i	i	1	i	x	x	x	i	x	i	i
C[C@@H]1C(NC(=O)c2ccccc2)CC2CC1C2(C)C (some centres undefined)	i	i	1	i	i	i	i	i	i	i	i
COC(C[C@H]1O[C@H]1[C@@H](O)[C@@H](C)OCc1ccccc1)OC	i	i	1	i	x	x	x	i	x	i	i
Cc1nc(NS(=O)(=O)c2ccccc2)sc1C(=O)NN	i	i	-8	i	i	i	i	i	i	i	i
Fc1cccc(Nc2ncnc3sc4c(c23)CCC4)c1	i	i	2	i	i	i	i	i	i	i	i
O=C(Nc1ccccc1F)c1ccccc1-c1ccc(C(F)(F)F)cc1	i	i	-11	i	i	i	i	i	i	i	i
CCN1CCN(C(=O)c2ccc(N3CC4CC(C3)c3cccc(=O)n3C4)c(NC(=O)c3cc(OC)cc(OC)c3)c2)CC1 (centres undefined)	i	i	-7	i	i	i	i	i	i	i	i
CCCCCc1ccc(-c2ccc(/C=C/C(N)=O)cc2)nc1	i	i	6	i	i	i	i	i	i	i	i
COc1cc(OC)cc(C(=O)N[C@H](C(=O)Nc2cc(F)ccc2C)C(C)C)c1	i	i	-3	i	i	i	i	i	i	i	i
O=C1CSC(c2cn(-c3ccccc3)nc2-c2cc3ccccc3oc2=O)N1Cc1cccnc1 (centres undefined)	i	i	0	i	i	i	i	i	i	i	i
Cc1cc(C)n(CCCNC(=O)Cn2nnnc2CN2C[C@@H](C)O[C@@H](C)C2)n1	i	i	3	i	i	i	i	i	i	i	i
COc1ccc(N=C2NC(=O)/C(=C\C=C\c3ccco3)S2)cc1	i	i	-5	i	x	x	x	i	x	i	i
Cc1cc(NS(=O)(=O)c2ccc(NC(=O)NC3CCCCC3)cc2)no1	i	i	-2	i	i	i	i	i	i	i	i
O=C(O)c1ccc(Cn2c(SCc3cc(=O)n4cc(Br)ccc4n3)nc3ccsc3c2=O)cc1	x	i	31	i	i	i	i	i	i	i	i
CCn1nnc(NC(=O)c2c(OC)cccc2OC)n1	i	i	-4	i	i	i	i	i	i	i	i
Cc1ccccc1C(=O)NNC(=S)Nc1cccc(C(F)(F)F)c1	i	i	-3	i	i	i	i	i	i	i	i
COc1cccc(CNCc2ccccc2Br)c1OC	i	i	7	i	i	i	i	i	i	i	i
Cc1onc(-c2ccccc2)c1C(=O)OCC(=O)N(CC(C)C)c1c(N)n(Cc2ccccc2)c(=O)[nH]c1=O	i	i	0	i	i	i	i	i	i	i	i
CC1(C)CC(NC(=O)c2cc(S(=O)(=O)N3CCOCC3)c(Cl)cc2Cl)CC(C)(C)N1	i	i	-8	i	i	i	i	i	i	i	i
COc1cc(CN2CCC(C(=O)NC3CCCC3)CC2)cc(Br)c1O	i	i	-3	i	i	i	i	i	i	i	i

(further entries)
SMILES	TMEM16A act	TRPC4 potent	SKKanGAS inh	TRPC4 agonist	MrgX1 antagonist	MrgX1 agonist	MrgX1 PAM	TRPC6 inhibitor	TMEM16A inh	TRPC6 activator	TRPC4 block
NC(=O)c1ccc(N2CCN(c3ccc(O)cc3)CC2)c([N+](=O)[O-])c1	i	i	8	i	i	i	i	i	i	i	i
Cc1nc2ccccn2c1CN(C)C(=O)C1CCC(=O)N(CCc2cccc(F)c2)C1 (centres undefined)	i	i	-2	i	i	i	i	i	i	i	i
CC(=O)CC(=O)Nc1ccc(Cl)cn1	i	i	1	i	i	i	i	i	i	i	i
CCn1cc(CNC(=O)/C=C/c2cnn(C)c2)c(C)n1	i	i	5	i	i	i	i	i	i	i	i
O=C(O)c1ccnc(Cl)c1	i	i	-5	i	i	i	i	i	i	i	i
Cc1c(NC(=O)CSc2nc(-c3ccco3)cc(C(F)(F)F)n2)c(=O)n(-c2ccccc2)n1C	i	i	3	i	i	i	i	i	i	i	i
CC(=O)Nc1ccc(NC(=O)CSc2nnc(-c3cccs3)n2N)cc1	i	i	-3	i	i	i	i	i	i	i	i
COc1cccc(OCC(O)CNC(=O)c2oc3ccc(C)cc3c2C)c1 (centres undefined)	i	i	-2	i	i	i	i	i	i	i	i
Cc1nc2ccc(NC(=O)Cc3ccsc3)cc2s1	i	x	2	x	i	i	i	x	i	x	x
CCN(CC)CCCNC1=C(Cl)C(=O)c2ccccc2C1=O	i	i	11	i	i	i	i	-6.2*	i	i	i
Cc1ccc(S(=O)(=O)NC2=C(N3CCN(c4ccccc4F)CC3)C(=O)c3ccccc3C2=O)cc1	i	i	37	i	i	i	i	i	i	i	i
CCOC(=O)CCNCc1ccc(F)cc1	i	i	-2	i	i	i	i	i	i	i	i
COc1ccc(CC(=O)Nc2ccc(C(=O)O)cc2NC(=O)Cc2ccc(OC)cc2)cc1	i	i	3	i	i	i	i	i	i	i	i
CCN(CC)c1ccc(NC(=O)COC(=O)CCC(=O)c2ccc(F)cc2)cc1	i	i	-5	i	i	i	i	i	i	i	i
Cc1nc2c(C(=O)NCCc3ccccc3Cl)c[nH]n2c(=O)c1Cl	i	i	3	i	i	i	i	i	i	i	i
Cc1c(NC(C)c2cc(Cl)ccc2O)c(=O)n(-c2ccccc2)n1C (centres undefined)	i	i	-17	i	i	i	i	i	i	i	i
OC1CCN(Cc2ccc(OCc3ccccc3)cc2)CC1	i	i	0	i	i	i	i	i	i	i	i
Cc1ccc(C)c(NC(=O)CCC(=O)NN=C2CCCC2)c1	i	i	x	i	i	i	i	i	i	i	i
COC(=O)c1sccc1NC(=O)Nc1ccc(Cl)c(Cl)c1	i	i	13	i	i	i	i	i	i	i	i
Cc1ccc(S(=O)(=O)Nc2cc(C)c(O)cc2C)cc1	i	i	-2	i	i	i	i	i	i	i	i
Cn1c(=O)c(S(=O)C2CCCCC2)c(O)c2ccccc21 (centres undefined)	i	i	4	i	i	i	i	i	i	i	i
O=C(OCC(=O)N1CCCc2ccccc21)c1ccc(Br)o1	i	i	-1	i	i	i	i	i	i	i	i
Cn1nc(C(F)(F)F)c(-c2cccc(C(F)(F)F)c2)c1NC(=O)c1ccco1	i	i	1	i	i	i	i	i	i	i	i
COc1ccc2c(c1)OC1(C)CC2C(C(=O)c2ccccc2OC)C(=O)N1 (centres undefined)	i	i	1	i	i	i	i	i	i	i	i
CCOCCOC(=O)c1ccc(-n2cncn2)nc1	i	i	-1	i	i	i	i	i	i	i	i

Next part
SMILES	TMEM16A act	TRPC4 potent	SKKanGAS inh	TRPC4 agonist	MrgX1 antagonist	MrgX1 agonist	MrgX1 PAM	TRPC6 inhibitor	TMEM16A inh	TRPC6 activator	TRPC4 block
CCOC(=O)C(=O)/C(C#N)=C/Nc1ccc(F)cc1	i	i	-1	i	i	i	i	i	i	i	i
COc1ccc(C(=O)C2CCCN(C(=O)c3cccc(Cl)c3F)C2)cc1OC (centres undefined)	i	i	0	i	i	i	i	i	i	i	i
Cc1ccc(NNC(=O)c2c(F)cccc2Cl)cc1C	i	i	2	i	i	i	i	i	i	i	i
COc1ccc(-c2coc3cc4oc(=O)c5ccccc5c4cc23)cc1F	i	i	-9	i	i	i	i	i	i	i	i
COc1ccc(S(=O)(=O)N(C)c2ccc(C(=O)N3CCOCC3)cc2)cc1	i	i	-5	i	i	i	i	i	i	i	i
Nc1nonc1-n1nnc(C(=O)O)c1-c1cccs1	i	i	7	i	i	i	i	i	i	i	i
C=C(C)CNC(=O)c1ccc(OC2CCN(C(=O)COC)CC2)cc1	i	i	-1	i	i	i	i	i	i	i	i
O=C(NCCNc1nccc(C(F)(F)F)n1)c1cccs1	i	i	0	i	i	i	i	i	i	i	i
COc1ccccc1/C=C1/SC(=O)N(CCC(=O)Nc2ccc(S(=O)(=O)Nc3nccs3)cc2)C1=O	i	i	37	i	i	i	i	i	i	i	i
O=C(c1cccc([N+](=O)[O-])c1)N1CCCN(C(=O)c2cccc([N+](=O)[O-])c2)CC1	i	i	-2	i	i	i	i	i	i	i	i
O=C(O)CCCCCCCCc1cn(Cc2ccc(C(=O)c3ccccc3)cc2)nn1	i	i	18	i	i	i	i	i	i	i	i
CC(=O)c1cccc(NC(=O)CCc2nnc3ccc(N4CCN(C)CC4)nn23)c1	i	i	-1	i	i	i	i	i	i	i	i
O=C1NN(c2ccccc2)C(=O)/C1=C/c1ccc(-c2ccc(C(=O)O)cc2)o1	i	i	11	i	i	i	i	i	i	i	i
COc1ccc(Cc2nnc(SCC(=O)NC(C)c3ccccc3)o2)cc1 (centres undefined)	i	i	1	i	i	i	i	i	i	i	i
O=C(NN=C1C2CC3CC(C2)CC1C3)c1cccs1	i	i	5	i	i	i	i	i	i	i	i
